Compound activity (PubChem)
CTSL1 counter – blocks F. hepatica cathepsin L1 in PFM18AAP counter-screen. recombinant F. hepatica cathepsin L1, Z-Leu-Arg-MCA fluorescence. inhibition, % at 5.96 µM. 300,000 tested, 0.49% active;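 active = inhibition above the mean of all tested compounds plus 3 SD, set per screening campaign, cut at about 17% in these data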;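 note: 0% = plate median of test compound wells and 100% = 1 µM Z-Phe-Ala-diazomethylketone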
ZTA counter – counter-screen for EBNA-1 inhibitors: inhibitors of Epstein-Barr virus ZTA. P03206. ZTA-DNA binding, fluorescence polarization. inhibition, % at 11 µM. 320,000 tested, 0.15% active; in the data active = inhibition above about 33%
Target sequence (P03206 whole entry, looked up): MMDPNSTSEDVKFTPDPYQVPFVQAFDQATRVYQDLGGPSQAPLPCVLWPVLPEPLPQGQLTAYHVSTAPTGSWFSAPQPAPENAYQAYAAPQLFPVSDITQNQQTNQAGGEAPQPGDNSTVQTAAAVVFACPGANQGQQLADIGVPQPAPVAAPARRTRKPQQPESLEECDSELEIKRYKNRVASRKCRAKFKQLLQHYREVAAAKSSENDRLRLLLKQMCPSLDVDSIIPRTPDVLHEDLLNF
PREPL inh – inhibitors of human prolyl oligopeptidase-like enzyme PREPL; 320,000 tested, 0.68% active; Q4J6C6; inhibition, % at 5.96 µM; AID 2751; recombinant PREPL, fluorescence polarization activity-based probe; in the data active = inhibition above about 43%;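 note: 0% = enzyme with DMSO and 100% = wells lacking enzyme; many of its hits are not listed in these tables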
Target sequence (Q4J6C6 whole entry, looked up): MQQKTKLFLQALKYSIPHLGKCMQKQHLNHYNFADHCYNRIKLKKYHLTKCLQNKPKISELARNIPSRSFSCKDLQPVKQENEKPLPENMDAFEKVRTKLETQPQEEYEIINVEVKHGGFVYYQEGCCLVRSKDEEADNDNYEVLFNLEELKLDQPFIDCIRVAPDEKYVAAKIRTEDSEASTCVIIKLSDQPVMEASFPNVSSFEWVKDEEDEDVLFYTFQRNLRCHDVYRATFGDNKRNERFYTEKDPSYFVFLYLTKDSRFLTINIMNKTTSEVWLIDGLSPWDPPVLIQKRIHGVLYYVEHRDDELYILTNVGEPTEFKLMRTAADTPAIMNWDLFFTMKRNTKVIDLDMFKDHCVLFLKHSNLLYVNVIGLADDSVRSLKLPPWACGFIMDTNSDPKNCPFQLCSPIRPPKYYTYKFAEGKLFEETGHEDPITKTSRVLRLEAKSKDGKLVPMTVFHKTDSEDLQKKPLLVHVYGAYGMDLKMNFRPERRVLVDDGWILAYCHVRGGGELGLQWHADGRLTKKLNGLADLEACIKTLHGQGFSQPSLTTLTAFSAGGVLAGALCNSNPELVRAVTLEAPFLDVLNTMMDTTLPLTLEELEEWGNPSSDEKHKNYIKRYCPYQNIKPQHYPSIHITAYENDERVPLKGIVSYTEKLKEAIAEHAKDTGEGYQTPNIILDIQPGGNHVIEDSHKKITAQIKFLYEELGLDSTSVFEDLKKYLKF
HCV core dimer – HCV core protein dimerization inhibition. inhibition, % at 5 µM. 300,000 tested, 0.33% active. TR-FRET GST/Flag-core106 dimerization, 1536-well;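 active = inhibition above the mean of all tested compounds plus 3 SD, set per screening campaign, cut at about 45% in these data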
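Assay system: Tagged HCV core106 pair (GST and Flag) | Buffer or medium: KF-containing HEPES buffer, pH 7.45, DTT, CHAPS, BSA | Also added: Eu donor and XL665 acceptor anti-tag antibodies | Dosing: One concentration, 5 µM, in 0.5% DMSO | Timing: 4 h at 22.5 °C | Technique: TR-FRET 671 and 617 nm emission | Repeats: Singlicate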
Efflux pump inh – blocks antifungal efflux pumps in multiplex yeast assay; inhibition, % at 10 µM; 330,000 tested, 0.44% active; S. cerevisiae Candida pump triplex, Nile Red efflux;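 active = plate passing quality check with inhibition over a set limit, or well fluorescence over plate mean plus 4 SD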;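 note: Nile Red retained in pooled yeast measured as flow cytometry median fluorescence; 0% = buffer negative control and 100% = Enniatin B positive control; higher means more Nile Red kept so more efflux inhibition; some compounds called inactive have numbers as strong as hits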
TPT1 inhibitor – blocks Candida albicans tRNA 2'-phosphotransferase. recombinant caTPT1, FP RNA substrate dephosphorylation. inhibition, % at 5 µM. 300,000 tested, 0.81% active;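 active = inhibition above the mean of all tested compounds plus 3 SD, set per screening campaign, cut at about 24% in these data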;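 note: plate controls were DMSO alone for no effect and ferristatin control at 100 nM for full effect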
EBNA-1 inh – blocks EBNA-1 binding to DNA | 300,000 tested, 0.34% active | inhibition, % at 14.8 µM | EBNA-1 DNA binding, fluorescence polarization; in the data active = inhibition above about 28%
PP5 inh – blocks human protein phosphatase 5 activity. P53041. purified PP5c, OMFP substrate fluorescence. inhibition, % at 6.7 µM. 320,000 tested, 0.18% active. AID 1987;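 active = inhibition above the campaign's mean inhibition across all tested compounds plus 3 SD, cut at about 9.5% in these data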;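 note: 0% = DMSO only and 100% = 100 µM cantharidin control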
PP1 inh – blocks human PP1-alpha phosphatase, a PP5 counter-screen. P62136. purified PP1alpha, OMFP fluorescence. inhibition, % at 6.7 µM. 320,000 tested, 0.9% active;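 active = inhibition above the mean inhibition of all tested compounds plus 3 SD, computed separately for each screening campaign, cut at about 15% in these data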
* marks the source's active call; other numbers are inactive results; . = no result given.

1. CCOC(=O)c1sc(NC(=O)c2ccco2)nc1C
2. COc1ccc(NC(=O)C(c2cc3c(cc2[N+](=O)[O-])OCO3)N2CCN(C=O)CC2)cc1 (stereo not drawn)
3. COC(=O)C1CCN(C(=O)COC(=O)c2ccc(OC)c(S(=O)(=O)N3CCCc4ccccc43)c2)CC1
4. O=S(=O)(NNc1ncc(C(F)(F)F)cc1Cl)c1ccccc1
5. O=C(CCn1c(=S)oc2ccccc21)Nc1cc([N+](=O)[O-])ccc1F
6. CC(=O)N1CCc2cc(S(=O)(=O)Nc3ccccc3N3CCN(C)CC3)ccc21
7. O=C(NCc1cccnc1)C(=O)NCC1OCCCN1S(=O)(=O)c1ccc(Cl)cc1 (stereo not drawn)
8. CCCNC(=O)C1(CC2CC(c3ccccc3)=NO2)CCN(C(=O)c2ccccc2)CC1 (stereo not drawn)
Screen / compound no.	1	2	3	4	5	6	7	8
CTSL1 counter	4	-1	-3	.	6	0	1	-4
ZTA counter	2	-4	3	5	8	-9	21	-29
PREPL inh	3	1	-12	20	7	17	-1	16
HCV core dimer	0	0	3	.	0	-2	-4	-9
Efflux pump inh	0.1	-0.1	0.0	0.5	0.2	0.2	0.1	0.0
TPT1 inhibitor	0	-3	1	.	-2	-2	-3	-2
EBNA-1 inh	1	5	2	.	2	9	3	5
PP5 inh	3.2	-1.9	2.1	1.6	-1.2	0.8	-1.8	0.0
PP1 inh	0	-3	-4	1	-6	-2	-4	1

Sorted by length of the SMILES (highest first): part of the list above.
3. COC(=O)C1CCN(C(=O)COC(=O)c2ccc(OC)c(S(=O)(=O)N3CCCc4ccccc43)c2)CC1
7. O=C(NCc1cccnc1)C(=O)NCC1OCCCN1S(=O)(=O)c1ccc(Cl)cc1 (stereo not drawn)
6. CC(=O)N1CCc2cc(S(=O)(=O)Nc3ccccc3N3CCN(C)CC3)ccc21
5. O=C(CCn1c(=S)oc2ccccc21)Nc1cc([N+](=O)[O-])ccc1F
Screen / compound no.	3	7	6	5
CTSL1 counter	-3	1	0	6
ZTA counter	3	21	-9	8
PREPL inh	-12	-1	17	7
HCV core dimer	3	-4	-2	0
Efflux pump inh	0.0	0.1	0.2	0.2
TPT1 inhibitor	1	-3	-2	-2
EBNA-1 inh	2	3	9	2
PP5 inh	2.1	-1.8	0.8	-1.2
PP1 inh	-4	-4	-2	-6

New compounds follow.
9. Cc1ccc(C)c(NC(=O)CSc2nncn2C)c1
10. c1cc2c(cc1OCCNC1CCCC1)CCC2
11. Cc1ccc(NC(=O)C2CC(=O)N(C(C)C)C2)cc1C (stereo not drawn)
12. COCC(N)(c1ccccc1)c1nc2ccccc2n1C (stereo not drawn)
13. CC1CCCCN1CCNC(=O)c1ccc2c(c1)N(Cc1ccccc1)C(=O)c1ccccc1S2(=O)=O (stereo not drawn)
14. COc1cc(OC)c(N2CC34C=CC(O3)C(C(=O)O)C4C2=O)cc1Cl (stereo not drawn)
15. CC(C)[C@H](NS(=O)(=O)c1cccc(Cl)c1)C(=O)OCC(=O)NC(=O)CN1CCCC1=O
16. O=C(COc1ccc(C(=S)N2CCCC2)cc1)Nc1ccccc1C(F)(F)F
Screen / compound no.	9	10	11	12	13	14	15	16
CTSL1 counter	3	1	-2	0	-3	1	.	1
ZTA counter	9	14	4	15	8	24	-7	17
PREPL inh	10	-10	9	12	-5	2	-2	2
HCV core dimer	4	-7	6	-1	-5	-6	.	11
Efflux pump inh	-0.1	0.2	-0.1	-0.1	0.2	-0.1	0.1	-0.1
TPT1 inhibitor	-1	2	-1	2	2	0	.	-1
EBNA-1 inh	6	-1	1	2	-15	-1	.	6
PP5 inh	1.4	3.7	-0.3	-2.7	3.8	2.1	2.2	4.6
PP1 inh	5	-1	-2	-3	2	-2	0	-1

17. CC(C)(CN1CCCCC1)NS(=O)(=O)c1ccc(Cl)cc1
18. CCn1cc(C2=NC(c3ccccc3)CO2)c2ccccc21 (stereo not drawn)
19. CN(Cc1nc(-c2ccc3c(c2)OCO3)no1)CC1(N2CCOCC2)CCCCC1
20. CC1=CCC2C(=O)N(c3ccc(OC(=O)c4ccco4)cc3)C(=O)C2C1 (stereo not drawn)
21. CCOC(=O)c1c(Cc2ccc(Cl)cc2)c[nH]c1C
22. COc1ccc(OC)c(C2C=C(c3ccc(C)c(C)c3)Nc3nnnn32)c1 (stereo not drawn)
23. Fc1ccccc1CN1CCCN(C(=S)Nc2cccc(Cl)c2)C1
24. CCc1nnc(NS(=O)(=O)c2ccc(N3C(=O)c4ccc(C(=O)O)cc4C3=O)cc2)s1
Screen / compound no.	17	18	19	20	21	22	23	24
CTSL1 counter	1	8	1	-9	5	-3	-5	1
ZTA counter	-10	5	9	18	1	-8	21	7
PREPL inh	-2	-10	15	24	19	-22	-21	1
HCV core dimer	-2	5	-3	7	5	10	-1	4
Efflux pump inh	0.0	0.2	0.1	0.0	-0.2	0.0	0.3	-0.1
TPT1 inhibitor	-3	1	3	3	2	-6	-2	-2
EBNA-1 inh	0	-8	9	8	7	-5	-6	-1
PP5 inh	0.3	2.4	-0.5	-2.2	2.8	2.8	4.1	-4.2
PP1 inh	2	-1	-4	0	0	0	-16	3

25. CCCn1c(NCc2ccccc2NS(=O)(=O)c2ccc(C)cc2)nc2ccccc21
26. COc1cccc(-n2c(=S)sc3c(=O)n(-c4ccccc4OC)c(=S)[nH]c32)c1
27. CCOc1ccc(C(O)(c2ccccc2)C(CN2CCCC2)c2ccccc2)cc1 (stereo not drawn)
28. O=C(c1cc2ccccc2oc1=O)N1CCN(c2ncccn2)CC1
29. COc1ccc(C2Nc3ccccc3C(=O)N2c2ccc(Cl)cc2)cc1Cn1cc([N+](=O)[O-])cn1 (stereo not drawn)
30. Cc1ccccc1NC(=S)NCC(c1cccnc1)N1CCOCC1 (stereo not drawn)
31. COc1ccccc1C(=O)Nc1nc2ccc(S(C)(=O)=O)cc2s1
32. C=C(C)[C@@H]1CC=C(CN2CCC(N3CCC(C(=O)N4CCCC4)CC3)CC2)CC1
Screen / compound no.	25	26	27	28	29	30	31	32
CTSL1 counter	-3	1	-2	-3	2	8	3	2
ZTA counter	-3	1	11	3	10	5	1	10
PREPL inh	-3	-1	16	-7	5	7	7	17
HCV core dimer	16	10	-1	-4	26	4	36	7
Efflux pump inh	0.2	0.0	0.2	0.0	0.1	0.5	0.2	0.0
TPT1 inhibitor	-2	-1	-2	0	1	0	1	-1
EBNA-1 inh	-5	10	4	7	-3	3	-11	-4
PP5 inh	1.8	-0.4	-1.1	0.4	-0.4	-1.0	1.1	0.6
PP1 inh	-1	-1	-7	-2	-2	-3	4	0

33. O=C(NN1C(=O)C2C(C1=O)C1C=CC2C12CC2)c1ccc(Cl)cc1 (stereo not drawn)
34. CCOC(=O)c1c(C)nn(-c2ccc(NC(=O)c3c(C)noc3C)cc2)c1C
35. COCC(=O)Nc1ccc2c(c1)OCC(=O)N2Cc1ccc(C)cc1
36. Cc1ccc(N2C(N)=C(C#N)C(c3cccnc3)C3=C2CCCC3=O)cc1 (stereo not drawn)
37. CCCCN(C)C(=O)c1cc2c(s1)-c1ccccc1S(=O)(=O)C2
38. O=C(c1ccc(NS(=O)(=O)c2ccc3[nH]c(=O)[nH]c3c2)cc1)N1CCCCC1
39. CCCCn1c(N)c(N(CCOC)C(=O)COC(=O)CCOc2ccc(C)cc2)c(=O)[nH]c1=O
40. COCCN(CC(=O)Nc1ccccc1C(F)(F)F)C(=O)/C=C/c1ccc2ccccc2n1
Screen / compound no.	33	34	35	36	37	38	39	40
CTSL1 counter	0	1	1	2	-1	9	.	.
ZTA counter	-12	12	2	5	-2	-8	-8	-13
PREPL inh	3	9	-7	22	1	12	10	8
HCV core dimer	8	10	1	12	-4	-3	.	.
Efflux pump inh	0.2	0.1	-0.1	-0.1	0.1	0.3	0.2	0.3
TPT1 inhibitor	-2	2	-1	0	0	2	.	.
EBNA-1 inh	7	12	0	-7	-10	1	.	.
PP5 inh	1.5	0.4	0.3	3.2	-1.6	2.5	3.5	-0.3
PP1 inh	-2	-1	0	-3	-2	-4	-3	-1

41. COCc1ccc(C(=O)NC(C)c2cnn(-c3ccccc3C)c2C)o1 (stereo not drawn)
42. Cc1ccc(-n2cnc(=O)c3cccnc32)cc1
43. CCCN(CC(=O)Nc1ccc(OC)c(OC)c1)CC(=O)Nc1ccc(F)c(F)c1F
44. CC1CCN(S(=O)(=O)c2cc(C(=O)NC3(C)CCS(=O)(=O)C3)ccc2Br)CC1 (stereo not drawn)
45. Cc1cc2cc(CCNC(=O)CCc3ccccc3)c(=O)[nH]c2cc1C
46. CCCCN(C(=O)CSc1nnnn1-c1ccccc1OC)C1CCS(=O)(=O)C1 (stereo not drawn)
47. O=C(NC(=S)N(CCc1ccccc1)CCc1ccccc1)c1ccco1
48. O=C(COc1ccc2c3c(c(=O)oc2c1)CCC3)NC1CCN(Cc2ccccc2)CC1
Screen / compound no.	41	42	43	44	45	46	47	48
CTSL1 counter	-2	-17	-2	.	-4	8	2	1
ZTA counter	-1	12	-26	3	2	2	1	5
PREPL inh	-3	-10	5	-3	-56	6	-11	0
HCV core dimer	-5	4	0	.	-4	-3	10	-6
Efflux pump inh	0.1	0.0	0.1	-0.1	0.1	0.1	-0.1	0.0
TPT1 inhibitor	1	3	0	.	-2	2	0	-1
EBNA-1 inh	-10	10	-3	.	-5	2	7	8
PP5 inh	0.9	-1.7	0.9	1.6	0.7	3.4	2.2	-1.6
PP1 inh	-3	-4	-1	3	-2	0	2	-2

49. O=C(O)c1cccc(CSc2nnc(-c3ccc(Cl)cc3)o2)c1
50. Cc1nc(Cl)sc1C(=O)O
51. CCCn1c(CNC(=O)c2cccs2)nc2ccccc21
52. CC1CCCN(C(=O)/C(=C/c2ccco2)NC(=O)c2ccccc2)C1 (stereo not drawn)
53. CC1CCC(NC(=O)C2CCN(c3c4c(nc5ncnn35)CCC4)CC2)CC1 (stereo not drawn)
Screen / compound no.	49	50	51	52	53
CTSL1 counter	0	1	-2	1	-6
ZTA counter	1	2	-3	1	2
PREPL inh	22	-3	6	5	3
HCV core dimer	-8	1	-11	5	-5
Efflux pump inh	-0.1	-0.2	-0.1	0.1	-0.1
TPT1 inhibitor	-8	0	-1	1	-6
EBNA-1 inh	4	2	-7	1	-1
PP5 inh	-1.6	0.7	2.7	1.6	-0.6
PP1 inh	1	2	3	0	-2

Some of the compounds tested (hit frequency here may not be typical).
